# Bioassay records as filed in PubChem.
# UHRF1 binding: UHRF1 methyl-DNA binding inhibition; Q96T88; UHRF1 binding to methylated oligo, TR-FRET; inhibition, % at 4.4 µM; 0.75% of 370,000 active; AID 687016; in the data active = inhibition above about 21%;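 also: UHRF1 SRA domain binding a hemimethylated CpG hairpin DNA probe; 0% = median of test compound wells and 100% = reference inhibitor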
# Target sequence (Q96T88 whole entry, looked up, the tested form may be a part): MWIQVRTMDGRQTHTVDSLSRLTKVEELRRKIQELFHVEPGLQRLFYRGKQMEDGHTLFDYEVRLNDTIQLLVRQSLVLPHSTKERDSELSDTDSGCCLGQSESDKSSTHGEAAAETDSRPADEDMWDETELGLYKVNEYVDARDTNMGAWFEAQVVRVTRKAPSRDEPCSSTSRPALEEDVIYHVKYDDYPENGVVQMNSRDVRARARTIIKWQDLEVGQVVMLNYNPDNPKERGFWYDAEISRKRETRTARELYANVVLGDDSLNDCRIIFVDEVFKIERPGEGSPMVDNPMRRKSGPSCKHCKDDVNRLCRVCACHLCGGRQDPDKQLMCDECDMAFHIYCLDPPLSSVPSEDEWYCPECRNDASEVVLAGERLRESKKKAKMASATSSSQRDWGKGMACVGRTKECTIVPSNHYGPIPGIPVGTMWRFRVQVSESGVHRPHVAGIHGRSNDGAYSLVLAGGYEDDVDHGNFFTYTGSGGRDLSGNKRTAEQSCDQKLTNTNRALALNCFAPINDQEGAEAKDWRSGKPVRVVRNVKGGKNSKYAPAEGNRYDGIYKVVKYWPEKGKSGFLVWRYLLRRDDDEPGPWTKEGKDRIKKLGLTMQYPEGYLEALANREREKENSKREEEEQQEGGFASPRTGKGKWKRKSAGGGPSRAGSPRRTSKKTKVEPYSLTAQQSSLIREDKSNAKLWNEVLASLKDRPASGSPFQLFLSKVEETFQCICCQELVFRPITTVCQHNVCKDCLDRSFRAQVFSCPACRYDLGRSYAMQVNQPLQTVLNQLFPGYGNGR
# LEDGF integ inh: blocks HIV-1 LEDGF/p75-dependent DNA integration; TR-FRET IN-LEDGF/p75 DNA integration, Eu/Cy5; inhibition, % at 3.7 µM; 0.64% of 370,000 active;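 active = inhibition above the screen-wide mean plus 3 SD, cut at about 13% in these data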;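 also: signal is the Cy5 over europium emission ratio at 671 and 618 nm; 0% = plate median of compound wells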
# MBD2 DNA inh: blocks human MBD2 binding to methylated DNA. inhibition, % at 4.4 µM. 0.31% of 370,000 active. TR-FRET, MBD2 binding to methylated oligonucleotide; in the data active = inhibition above about 13%
# TCR-CD3 inh: inhibitors of human TCR-CD3 interaction. 0.37% of 360,000 active. TAMRA-labeled TCR probe fluorescence, biochemical. inhibition, % at 9.4 µM; in the data active = inhibition above about 19%;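 also: recombinant mutant TCR 2C K166C tagged with TAMRA read by polarization; 0% = receptor in buffer alone and 100% = receptor with positive control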
# Tn6 DDE FP: inhibitors of Tn6 peptide binding to human fibrin DD(E); P02675; Fibrin DD(E) TRITC-Tn6 fluorescence polarization displacement; inhibition, % at 8.3 µM; 0.21% of 370,000 active; AID 720509;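 active = inhibition above a per-campaign cutoff: mean of compounds within control limits plus 3 SD, cut at about 15% in these data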;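 also: 0% = median of all compound wells on the plate and 100% = blocking peptide control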
# DDE Tn7 FP inh: inhibitors of Tn7 peptide binding to human fibrin DD(E) | P02675 | FP displacement of FITC-Tn7 peptide from fibrin DD(E); 0% = median of compound wells per plate | inhibition, % at 8.3 µM | 0.13% of 370,000 active | AID 720508;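 active = inhibition above the mean of compounds falling within the control limits plus 3 SD of them, cut at about 14% in these data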;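 also: 0% = plate median of compound wells and 100% = 10 µM Aha-Tn7 peptide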
#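 System: human fibrin DD(E); quantity: Fibrin-DD(E) at 2 µM final; also added: fluorescent Tn7 probe at 0.1 µM; compound dosing: single nominal test concentration of 8.3 µM per compound; schedule: 10 min preincubation, 3 h with tracer, room temperature; detection: fluorescence polarization of the labelled Tn7 tracer; repeats: one replicate per compound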
# KLK7 zymogen act: proKLK7 (human) activation, primary screen. P49862. purified proKLK7, EDANS-DABCYL substrate fluorescence; 100% is mature enzyme control, 0% vehicle. activation, % at 7 µM. 0.9% of 370,000 active;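 active = activation above the mean of all tested compounds plus 3 SD, computed per campaign excluding outliers beyond control limits, cut at about 13% in these data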
# Target sequence (P49862 whole entry, looked up): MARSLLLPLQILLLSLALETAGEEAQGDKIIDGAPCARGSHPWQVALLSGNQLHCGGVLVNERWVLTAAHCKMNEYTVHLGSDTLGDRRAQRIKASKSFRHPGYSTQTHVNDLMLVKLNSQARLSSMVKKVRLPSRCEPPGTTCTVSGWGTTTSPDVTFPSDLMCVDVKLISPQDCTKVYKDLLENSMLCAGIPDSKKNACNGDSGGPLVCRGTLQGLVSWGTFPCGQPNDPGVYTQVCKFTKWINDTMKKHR
# SIAE inh: blocks human sialic acid acetylesterase | 0.69% of 370,000 active | Q9HAT2 | SIAE FP-Rh probe binding, fluorescence polarization | inhibition, % at 9.66 µM;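 active = inhibition above a cutoff: mean of compounds within the control limits plus 3 SD of those, cut at about 17% in these data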;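 also: 0% = plate median of compound wells and 100% = probe without SIAE protein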
# PRMT1 FP inh: inhibitors of human PRMT1; Q99873; recombinant PRMT1, activity-based probe fluorescence polarization; inhibition, % at 2.79 µM; 1.3% of 370,000 active;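 active = inhibition above about 21% made by adding two undisclosed values, limit read from the data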
# TDP2 absorb: TDP2 (human) inhibition, absorbance primary screen. recombinant TDP2, T5PNP hydrolysis, p-nitrophenol absorbance 415 nm. O95551. inhibition, % at 12.8 µM. 0.34% of 370,000 active;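 active = inhibition above the mean of all tested compounds plus 3 SD, set per campaign, cut at about 25% in these data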;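 also: 0% = DMSO with enzyme and 100% = buffer with substrate but no TDP2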
#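 Read-out basis: percent inhibition. System: recombinant human TDP2. Buffer or medium: Mg2+-containing Tris-HCl buffer, pH 7.5. Repeats: single replicate. Timing: reaction 2 h, 37 °C. Benchmarks: high control without enzyme, low control DMSO plus TDP2. Probe or stimulus: 5 mM T5PNP. Doses: 12.8 µM only. Measured by: epi absorbance of p-nitrophenol freed from T5PNP by hydrolysis.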
# * marks the source's active call; other numbers are inactive results; . = no result given.
# Every second line gives: UHRF1 binding	LEDGF integ inh	MBD2 DNA inh	TCR-CD3 inh	Tn6 DDE FP	DDE Tn7 FP inh	KLK7 zymogen act	SIAE inh	PRMT1 FP inh	TDP2 absorb
Cc1cccc(NC(=S)N2CCC(N(C)CC3CCCO3)CC2)c1C (stereo unspecified)
 : -1.9	-2.3	-3.3	4.6	-1.8	0.7	0.6	2.0	1.6	3.3
COC(=O)Cc1cc(=O)n2[nH]c(C)c(-c3ccccc3)c2n1
 : -1.8	3.7	1.5	-1.2	6.9	-1.3	-1.1	-6.0	-2.3	-1.4
CCCCN=C(N)NC(=O)OCc1ccccc1
 : 0.1	-1.2	0.8	.	2.5	0.4	-0.4	-2.2	-2.9	-0.2
OC[C@@H]1[C@@H](c2ccc(Cl)cc2)C(c2cccc(Cl)c2)=NN1c1ccccc1
 : 1.2	-3.7	-0.1	-2.9	3.5	-1.9	-257.8	3.9	3.2	-1.4
COc1ccc(/C=C(/NC(=O)c2ccccc2)C(=O)NC2CCS(=O)(=O)C2)cc1 (stereo unspecified)
 : -1.3	-1.4	2.9	-8.7	-4.2	-5.0	-0.2	2.2	-1.3	10.6
COc1ccc(CNC(=O)CN(C(=O)c2csnn2)c2ccc(C(C)=O)cc2)cc1
 : 1.0	3.2	1.6	8.2	0.9	-0.4	-0.6	2.3	-3.7	-9.5
CCOC(=O)c1c(C)c(-c2ccccc2)n(CC(=O)N2CCN(C)CC2)c1C
 : -1.4	0.5	0.6	3.9	-2.3	0.3	0.3	3.0	-4.4	3.1
CCCN1CCN(C(=O)c2ccc(CS(=O)c3ccc(Br)cc3)o2)CC1 (stereo unspecified)
 : -0.2	3.4	-5.4	0.8	-0.6	-5.6	-0.1	2.1	-4.3	-7.7
CCCCC(=O)Nc1nnc(SCC(=O)NC2CCCC2)s1
 : -1.0	0.2	-0.6	-1.7	-6.1	4.0	0.0	0.4	-0.8	6.0
CC1CCC2(CC1)NC(=O)N(CC(=O)Nc1ccc3c(c1)OCCCO3)C2=O (stereo unspecified)
 : 2.1	3.7	0.7	0.1	5.4	-6.5	-0.5	-3.5	-2.0	-7.6
COc1cc(OC)c(OC)cc1/C=C1\SC(N2CCCCC2)=NC1=O
 : -3.9	0.9	-1.1	-4.5	-4.8	-6.6	-0.3	-1.3	0.2	-1.9
CCn1ncc([N+](=O)[O-])c1C(=O)Nc1nc2cccc(C)c2s1
 : -1.0	-0.3	-2.9	2.2	2.9	-5.0	0.3	-3.3	-1.6	-4.6
COC(=O)c1c(NC(=O)c2nc3ccccc3s2)sc2c1CC(C)(C)NC2(C)C
 : 2.8	-1.1	-5.0	5.3	-9.1	-12.5	-10.0	-3.8	-8.7	6.1
Cc1ccccc1NS(=O)(=O)c1ccc(OCC(=O)N2CCCC2)cc1
 : -1.1	-2.9	-1.6	3.5	-0.8	1.7	0.3	-0.7	1.5	-3.2
NC(=O)NC(=O)COC(=O)/C=C/c1cccc(Br)c1
 : 4.3	1.8	2.9	-0.6	0.5	-2.4	-0.3	1.7	-2.5	-7.8
O=C(OCc1cc([N+](=O)[O-])cc2c1OCOC2)c1ccc2ccccc2n1
 : -4.7	-1.2	-3.0	-1.8	8.0	1.4	-0.1	-9.1	0.0	-6.9
Cc1ccccc1N(CC(=O)NCCSC1CCCCC1)S(=O)(=O)c1ccccc1
 : -0.6	1.8	-5.2	-3.6	-8.5	1.5	0.1	-0.3	-4.5	-7.8
C/C(CCC1CC(C)(C)OC1=O)=N\NC(N)=S (stereo unspecified)
 : 4.7	4.2	-2.1	-8.2	-0.5	3.8	0.8	-2.1	-2.9	-22.2
CCOCCCNS(=O)(=O)c1ccc(NC(=O)c2ccccc2)cc1
 : 3.7	8.2	3.4	-1.7	4.7	-9.1	0.1	-1.2	-6.0	-11.8
CC(=O)Nc1cccc(NC(=S)Nc2cccc(Cl)c2Cl)c1
 : -3.0	4.1	-3.3	5.2	9.5	7.2	0.7	-1.7	-0.9	9.7
N#CC1=C(N)C2=CCCC[C@H]2[C@H](c2cccc(F)c2)C1(C#N)C#N
 : 7.6	0.8	-4.6	1.2	-0.5	-6.5	9.7	1.4	11.1	0.9
COC(=O)[C@]12C[C@H](CC(=O)NCc3ccc(C)o3)C(=O)N(CCC3=CCCCC3)C1=C[C@H](C1CCCC1)O[C@@H]2C
 : 2.1	-2.2	0.6	.	-6.5	-7.2	-0.3	1.5	10.4	-2.0
O=C(N[C@@H](Cc1cccnc1)C(=O)N1CCC[C@H]1C(=O)NCc1ccccc1)c1ccc(Cl)cc1Cl
 : -0.5	2.8	2.5	2.8	1.3	-1.3	0.2	-0.2	-1.1	-5.1
CCOC(=O)N1CCN(CC(O)c2ccccc2)CC1 (stereo unspecified)
 : -3.8	-0.1	3.6	5.5	-1.3	-0.3	-0.2	-0.5	-1.6	23.0
C/C(=N\NC(=S)NC(C)C)c1cccc([N+](=O)[O-])c1
 : 0.4	-4.0	0.7	6.9	-7.8	6.0	0.1	19.7*	-0.9	6.5
O=[N+]([O-])c1ccc(NC(=S)NCCc2ccccc2)cc1
 : 0.7	3.2	2.9	-1.4	0.3	0.6	-0.1	-8.9	7.6	-1.4
CCOC(=O)n1c(=O)n(Cc2cccc(F)c2)c2ccccc21
 : 5.4	-1.8	-1.0	7.2	-8.9	-3.1	-0.5	5.5	-0.4	-12.2
Clc1ccc(-c2nc3ccccc3nc2-c2ccccc2)cc1
 : -3.3	2.4	-0.8	-1.6	-2.9	-1.4	0.1	3.0	-1.0	2.5
CCCOc1cccc(CN2CCCCC2c2cccnc2)c1 (stereo unspecified)
 : -5.3	-2.9	4.3	1.2	-6.5	8.0	-0.4	-3.3	0.0	15.0
O=C(CSCc1c(Cl)cccc1Cl)NCc1cccnc1
 : -0.5	-2.3	0.0	1.3	-6.4	-7.3	-0.1	2.3	0.0	-9.1
CCc1ccccc1N(C(=O)c1snc(C(N)=O)c1N)C(C(=O)NCC1CCCO1)c1ccc(N(C)C)cc1 (stereo unspecified)
 : -1.0	-1.8	-3.1	4.8	5.0	0.2	0.1	-0.9	-0.4	1.8
Cc1nc2nc(SCC(=O)c3cccc([N+](=O)[O-])c3)[nH]c2cc1Br
 : -0.7	2.2	5.1	-6.6	-4.3	0.8	-0.1	11.9	2.5	-0.5
CC1(C)CC2CC(C)(CN2C(=O)CN2C(=O)c3ccccc3C2=O)C1 (stereo unspecified)
 : 7.7	-1.2	2.6	-4.9	-5.0	2.3	-0.2	-4.6	3.9	-4.5
Cc1cc(C)n(-c2nc3ccccc3c(=O)n2OCC(N)=O)n1
 : -1.6	-4.4	-1.6	8.0	-0.4	2.6	-0.4	9.0	-0.2	5.2
COc1ccc(NC(=S)N2CCN(S(=O)(=O)c3ccccc3)CC2)cc1
 : 1.8	-1.2	2.5	-0.7	-5.3	-0.5	0.2	5.6	3.0	8.5
CC1(C)c2[nH]c3ccccc3c2C[C@@H]2C(=O)N(c3cc(F)ccc3F)C(=O)N21
 : 1.3	1.8	0.9	3.5	1.7	-4.9	1.4	-1.5	0.3	10.8
COc1ccc2c(CC(=O)O)cc(=O)oc2c1
 : -0.5	1.2	-2.2	-3.8	3.8	15.1*	-1.3	-6.5	1.4	-0.9
O=C(CN1CCN(c2ccc(O)cc2)CC1)Nc1cc(S(=O)(=O)N2CCOCC2)ccc1Cl
 : -2.2	1.6	2.8	9.3	-6.1	-8.5	-0.1	11.7	18.3	-8.9
COc1cc(OC)cc(-c2c(-c3ccc(C(C)=O)cc3)c3cc(-c4cccc5[nH]ccc45)ccc3n2C)c1
 : 2.9	-0.6	-3.4	1.7	-7.0	-3.1	-0.3	5.0	-1.0	-14.6
NC(=O)C[C@@H]1NC(=O)c2cc([N+](=O)[O-])cc(F)c2NCCCC[C@@H](C(N)=O)NC(=O)[C@H](CO)NC1=O
 : 9.4	4.4	8.1	-11.1	-2.9	-0.6	0.1	-0.1	3.8	-1.6
CS(=O)(=O)N(CC(=O)NCCSCc1ccccc1)c1ccccc1
 : -0.3	-2.4	-4.7	3.2	5.2	2.0	0.0	4.5	-2.9	6.4
COc1ccc(C(=O)n2nc(-c3ccco3)nc2N)cc1OC
 : -0.3	-1.5	8.4	1.9	-3.6	-0.4	0.0	-7.8	4.8	10.4
CCOC(=O)C1CCc2sc(N)c(C#N)c21 (stereo unspecified)
 : -0.4	10.9	-0.7	0.3	-0.8	-2.1	0.6	1.9	20.6	6.3
Cn1ncc(Cl)c1C(=O)Nc1sc2c(c1C(N)=O)CCC2
 : -2.0	3.2	1.3	11.9	3.1	-2.5	1.9	3.5	-1.6	1.9
CCCn1c(=N)c(C(=O)NCC2CCCO2)cc2c(=O)n3cccc(C)c3nc21 (stereo unspecified)
 : -4.2	0.4	-11.7	-1.3	-0.6	0.0	83.4*	6.6	-3.0	1.5
COC(=O)c1c(C)[nH]c(C(=O)C(C)OC(=O)c2cc(C)oc2C)c1C (stereo unspecified)
 : 0.8	-4.2	-0.8	2.2	-1.3	2.1	0.2	0.3	1.4	-14.4
CC(=O)c1ccc(NC(=O)CCc2nnc3ccc(N4CCCC4)nn23)cc1
 : -5.7	-0.8	2.1	-2.6	-13.2	3.0	0.5	8.1	-3.3	1.2
COc1cc(C(=O)NC2=C(C#N)CCC2)cc(OC)c1OC
 : -0.3	-0.1	2.8	2.1	3.9	0.5	-0.5	4.9	-3.4	0.6
COc1ccc(CCNS(=O)(=O)CCNC(=O)c2ccc(OC)cc2)cc1
 : 5.1	-5.9	2.9	-14.0	-0.6	5.4	0.0	4.3	9.9	-7.6
CC(C)CCn1cnc2c(c1=O)c1nc3ccccc3nc1n2Cc1ccc2c(c1)OCO2
 : 3.0	-0.3	-0.9	-0.8	9.6	-6.7	-0.5	0.7	2.3	-9.4
Cc1ccc(C(=O)Nc2ccc3c(c2)CCC3)cc1S(=O)(=O)N1CCOCC1
 : 1.0	0.0	2.8	-0.6	4.7	4.1	0.3	-3.3	3.9	-1.0
CSc1nsc(SC)c1CO
 : -1.4	-2.2	0.0	9.2	13.1	-0.2	-0.3	-10.5	0.7	-2.8
CN(c1ccccc1)S(=O)(=O)c1ccc(NC(=O)c2ccccc2)cc1
 : 4.2	0.4	-4.5	-6.3	-2.7	-0.9	-0.4	-12.8	0.4	-1.0
COc1ccc(/C=N/S(=O)(=O)c2ccc(C)cc2)cc1
 : -0.6	-0.1	0.3	5.9	3.1	-4.5	-0.1	-0.7	-1.1	11.0
Cc1cccc(NS(=O)(=O)c2ccccc2)n1
 : 0.5	0.5	0.0	3.1	-3.5	2.2	1.4	0.3	2.6	0.7
Nc1cc(=O)[nH]c(SCC(=O)Nc2cc(Cl)ccc2Cl)n1
 : 8.1	-2.6	3.1	-2.8	-5.3	4.1	-0.6	-5.5	15.7	-15.1
